# Bim-Bcl-W: inhibitors of Bim-Bcl-W interaction, human; Q92843; bead-based flow cytometry, Bim peptide-Bcl-W binding; inhibition, % at 10 µM; 190,000 tested, 0.02% active; AID 952;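 further: 0% = bound tracer without compound and 100% = peptide blocker; higher means less fluorescent Bim peptide bound to Bcl-W beads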
# Target sequence (Q92843 whole entry, looked up): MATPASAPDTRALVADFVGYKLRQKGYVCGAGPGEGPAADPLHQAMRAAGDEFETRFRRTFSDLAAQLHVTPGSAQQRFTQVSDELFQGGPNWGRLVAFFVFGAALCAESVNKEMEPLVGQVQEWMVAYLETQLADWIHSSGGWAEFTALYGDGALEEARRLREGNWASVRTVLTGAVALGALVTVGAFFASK
# ABCB1 block: blocks JC-1 efflux by human ABCB1 transporter; P08183; inhibition, % at 6.6 µM; AID 1326; CCRF-Adr cells, flow cytometry; 190,000 tested, 0.067% active; in the data active means inhibition above about 40%;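 further: 0% = vehicle and 100% = reference inhibitor; higher value means more JC-1 retained so stronger ABCB1 efflux block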
# RGS4-Gao reg: modulates binding of RGS4 to human Galphao; P09471; Multiplexed bead flow cytometry; actives lie on both sides; binding response (% of control), % at 10 µM; 220,000 tested, 0.33% active; in the data active means binding response below about 49% or above about 150%; inactive means in between;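 further: fluorescent Galphao activated with aluminum fluoride binding bead-coupled RGS4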
# Bim-Bcl-2: disrupts Bim peptide binding to human Bcl-2; AID 950; 190,000 tested, 0.06% active; inhibition, % at 10 µM; P10415; Bead-based flow cytometry, Bim peptide-Bcl-2 binding; in the data active means inhibition above about 40%; inconclusive means no clear call, values can overlap the other calls;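 further: 0% = no compound wells with probe peptide and 100% = reference peptide inhibitor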
# Target sequence (P10415 whole entry, looked up): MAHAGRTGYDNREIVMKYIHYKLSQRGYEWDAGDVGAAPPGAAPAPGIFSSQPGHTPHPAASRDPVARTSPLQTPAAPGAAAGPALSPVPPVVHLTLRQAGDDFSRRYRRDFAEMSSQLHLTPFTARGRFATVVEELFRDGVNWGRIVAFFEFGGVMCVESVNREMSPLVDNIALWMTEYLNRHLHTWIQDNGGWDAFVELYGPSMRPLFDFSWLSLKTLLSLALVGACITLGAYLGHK
# Bim-Bcl-XL: inhibitors of Bim-Bcl-XL interaction, human | inhibition, % at 10 µM | Bim peptide-Bcl-XL binding, bead flow cytometry, fluorescence | 190,000 tested, 0.04% active | Q07817 | AID 1007
# Target sequence (Q07817 whole entry, looked up): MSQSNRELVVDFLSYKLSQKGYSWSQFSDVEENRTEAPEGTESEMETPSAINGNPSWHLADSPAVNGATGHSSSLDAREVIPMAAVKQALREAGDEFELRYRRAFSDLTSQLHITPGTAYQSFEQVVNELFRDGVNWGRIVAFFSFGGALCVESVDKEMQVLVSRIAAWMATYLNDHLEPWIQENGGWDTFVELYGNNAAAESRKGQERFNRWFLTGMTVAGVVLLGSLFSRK
# ABCG2 inh: human ABCG2 inhibition, ABCB1 as counter-screen | Q9UNQ0 | IgMXP3 cells, JC-1 efflux, flow cytometry | inhibition, % at 6.6 µM | 190,000 tested, 0.1% active | AID 1325;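 active means inhibition above 80%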;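 further: 0% = DMSO and 100% = nicardipine control wells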
#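 Test system: IgMXP3 (ABCG2) plus far-red-tagged CCRF-Adr (ABCB1) cells / Amount: 3 million cells/mL in well / Reagent: JC-1 transporter substrate / Timing: 10 min compound exposure, 25 °C / Signal: flow cytometry, 530 nm JC-1 signal / Read-out: percent efflux inhibition, scaled nicardipine 100% to DMSO 0% / Benchmarks: nicardipine as high control, DMSO as low control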
# RGS7-Gao reg: regulators of human RGS7-Galphao interaction | Multiplexed bead flow cytometry, RGS7-Galphao binding; actives lie on both sides | 220,000 tested, 0.35% active | binding response (% of control), % at 10 µM | P09471; in the data active means binding response below about 49% or above about 150%; inconclusive means no clear call, values can overlap the other calls; inactive means in between;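 further: fluorescent Galphao held in activated GDP-AlF4 state binding bead-coupled RGS7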
# Bim-Bcl-B: human Bim-Bcl-B interaction inhibition; Q9HD36; bead-based flow cytometry, Bim peptide-Bcl-B binding; inhibition, % at 10 µM; 190,000 tested, 0.073% active; AID 951;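 further: 0% = tracer peptide without compound and 100% = reference inhibitor peptide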
# RGS8-Gao: regulators of human RGS8-Galphao interaction; P09471; multiplexed bead flow cytometry, RGS8-Galphao binding; actives lie on both sides; response (percent of control binding), % at 10 µM; 220,000 tested, 0.34% active; in the data active means response below about 60% or above about 140%; inactive means in between;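 further: Galphao activated as the GDP aluminium fluoride complex binding bead-coupled RGS8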
# Bfl-1 Bim block: human Bim-Bfl-1 interaction inhibition. 190,000 tested, 0.12% active. inhibition, % at 10 µM. Bead-based flow cytometry, Bim-Bfl-1 binding inhibition;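 further: 0% = wells without compound plus tracer and 100% = blocker peptide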
# Mcl-1 Bim block: disrupts Bim peptide binding to human Mcl-1; Q07820; Bead-based flow cytometry, Bim peptide-Mcl-1 binding; inhibition, % at 10 µM; 190,000 tested, 0.1% active; AID 1009;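 further: 0% = no compound tracer wells and 100% = peptide blocker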
# Target sequence (Q07820 whole entry, looked up): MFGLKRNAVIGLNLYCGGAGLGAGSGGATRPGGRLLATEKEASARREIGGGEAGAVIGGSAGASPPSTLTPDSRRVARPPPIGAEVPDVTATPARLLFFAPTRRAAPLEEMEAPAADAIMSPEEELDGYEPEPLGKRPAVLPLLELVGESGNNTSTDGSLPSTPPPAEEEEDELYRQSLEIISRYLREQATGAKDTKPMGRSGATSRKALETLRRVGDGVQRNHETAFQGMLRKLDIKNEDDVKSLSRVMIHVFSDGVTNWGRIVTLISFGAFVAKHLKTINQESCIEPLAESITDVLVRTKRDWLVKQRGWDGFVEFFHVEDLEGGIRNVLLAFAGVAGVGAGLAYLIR
# Starred values were filed as active, the others as inactive; ? = inconclusive. Unless noted, no stated cut-off is given here; in the data, active means inhibition above about 40%. Rows were taken by chance. About 0.94% of those tested had a hit in this group.
SMILES,Bim-Bcl-W,ABCB1 block,RGS4-Gao reg,Bim-Bcl-2,Bim-Bcl-XL,ABCG2 inh,RGS7-Gao reg,Bim-Bcl-B,RGS8-Gao,Bfl-1 Bim block,Mcl-1 Bim block
O=[N+]([O-])c1cccc(/C=C/c2nc(C=Nc3ccccc3)c(O)o2)c1,3,0.7,102,-5,-2,3,102,-8,104,-5,2
O=C(COc1ccc(F)cc1Br)N1CCN(c2ncccn2)CC1,5,0.0,100,3,1,0,95,-8,101,8,-5
O=C(/C=C/c1ccccc1)c1ccccc1O,-2,2.3,110,0,-2,21,106,-4,101,0,-2
O=C(NCCc1ccc2c(c1)OCCO2)c1ccccc1F,0,0.2,102,-4,-3,1,100,-7,87,-1,-2
O=C(CC1Nc2ccccc2NC1=O)c1ccccc1 (stereo not drawn),-4,5.8,105,-8,-8,12,108,-12,103,-5,-8
Cc1nc2ccccn2c1/C(O)=C1\C(=O)C(=O)N(CCN2CCOCC2)C1c1ccncc1 (stereo not drawn),-1,-0.1,91,1,0,0,91,-3,97,-1,-2
CN(C)P(=NC(=O)COc1ccc(Cl)cc1Cl)(N(C)C)N(C)C,-4,0.6,99,-4,0,0,100,-6,101,-3,-1
O=C(/C=C/c1ccco1)Nc1nc(-c2ccccc2)cs1,0,0.4,98,2,-2,6,94,-3,99,2,-3
Cc1ccc(S(=O)(=O)C2(C(=O)Nc3ccc4c(c3)OCO4)CC2)cc1,2,-1.3,93,-6,-2,-2,92,-6,101,-8,0
Cc1ccc(CN2CCN(CC3CC4C=CC3C4)CC2)cc1 (stereo not drawn),0,0.6,102,0,0,2,101,1,102,-5,0

# Among those listed so far, these have fluorine:
SMILES,Bim-Bcl-W,ABCB1 block,RGS4-Gao reg,Bim-Bcl-2,Bim-Bcl-XL,ABCG2 inh,RGS7-Gao reg,Bim-Bcl-B,RGS8-Gao,Bfl-1 Bim block,Mcl-1 Bim block
O=C(COc1ccc(F)cc1Br)N1CCN(c2ncccn2)CC1,5,0.0,100,3,1,0,95,-8,101,8,-5
O=C(NCCc1ccc2c(c1)OCCO2)c1ccccc1F,0,0.2,102,-4,-3,1,100,-7,87,-1,-2

# Next section.
SMILES,Bim-Bcl-W,ABCB1 block,RGS4-Gao reg,Bim-Bcl-2,Bim-Bcl-XL,ABCG2 inh,RGS7-Gao reg,Bim-Bcl-B,RGS8-Gao,Bfl-1 Bim block,Mcl-1 Bim block
COc1ccc(OC)c(C(C(=O)NCc2ccco2)N(C(=O)Cn2nnc3ccccc32)C2CC2)c1 (stereo not drawn),-8,1.8,101,-13,-16,6,100,-8,100,-3,-9
CCCn1c2ccccc2c2nnc(SCC(=O)Nc3c(C)n(C)n(-c4ccccc4)c3=O)nc21,-8,0.7,102,-10,-10,10,105,-7,101,-15,-2
Cn1c(=O)c2c(SCC(=O)N3CCOCC3)nc(CC(C)(C)C)nc2n(C)c1=O,3,-0.8,100,-6,-2,1,97,-2,102,-6,0
O=C(NNC(=S)Nc1ccc(Cl)cc1Cl)c1ccncc1,-18,-0.3,97,8,-5,10,99,5,100,2,-25
COc1ccc(S(=O)(=O)NCC2CCC(C(=O)NCCC(C)C)CC2)cc1 (stereo not drawn),-3,-3.3,99,0,-3,-7,96,-10,100,-2,-4
Cc1ccccc1CN(c1ccc(C(=O)Nc2ccccc2C(=O)N2CCCC2)cc1)S(C)(=O)=O,2,1.8,97,-7,-2,4,102,-6,99,-13,0
CC(=O)Nc1ccc2ccc3cccc4ccc1c2c34,-2,-0.8,99,0,-3,-1,98,-1,98,0,0
CCOC(=O)c1cnc2c(N=Nc3cccc(Cl)c3)c(N)nn2c1N,-2,0.0,78,2,-1,2,91,-4,97,1,0
COc1ccc(N(CC(=O)NC2CCCC2)C(=O)CCC(=O)Nc2cc(C)on2)c(OC)c1,10,0.0,94,4,2,2,93,7,95,5,0
CC(C)(C)OC(=O)N1CCC(c2cc(-c3cccs3)n[nH]2)CC1,-3,1.6,95,-6,-3,6,99,-7,96,-7,-2
O=C1c2cccc3cccc(c23)C(=O)N1CCCN(C(=O)c1cccs1)c1cccc(F)c1,1,0.8,98,7,0,2,96,-4,101,6,2
Cn1cccc1CC(=O)NNC(=O)Nc1ccc(Cl)cc1,-5,0.3,88,-3,-9,25,95,-6,97,-6,-8
COc1ccc(CN2CCN(C(=O)c3ccco3)CC2)cc1OC,-1,0.5,98,-2,-6,9,?,-4,97,-7,-3
CN(CC1CCOCC1)C(=O)CC1C(=O)NCCN1C/C=C/c1ccccc1 (stereo not drawn),-2,1.1,96,-2,-2,9,100,-6,101,-5,4
COc1ccc(-n2nc3cc(C)c(NC(=S)NC(=O)c4ccccc4C)cc3n2)cc1,-6,0.0,99,-2,-3,1,104,-2,104,-2,0
CCSc1ncc(Cl)c(C(=O)Nc2ccccc2)n1,-4,-0.2,101,-7,-7,34,105,-10,97,-12,-2
Cc1cc(C)nc(SCc2ccc(C(=O)NN=C3C4CC5CC(C4)CC3C5)cc2)n1,-3,0.6,100,-9,-7,0,103,-7,101,-16,-3
CN1C=CC2=C(C#N)C(N)C(C#N)(C#N)C(c3ccccc3)C2C1 (stereo not drawn),-2,0.1,97,-2,-2,1,96,0,100,0,-1
O=C(O)c1cc([N+](=O)[O-])c(N2CCCC2)c([N+](=O)[O-])c1,-4,0.2,100,-4,-8,0,93,-10,98,-15,-6
CC1=NN(C(=O)Cc2ccc([N+](=O)[O-])cc2)C(O)(c2cccnc2)C1 (stereo not drawn),0,0.7,102,-11,-3,-4,102,-8,104,-13,0
O=c1ccn(-c2ccccc2)[nH]1,0,-0.6,87,-4,-3,-3,98,-5,93,-4,0
Cc1cc(NC(=O)CCC(=O)N(Cc2ccco2)C(C(=O)NCC2CCCO2)c2ccncc2)no1 (stereo not drawn),-1,-0.5,96,-6,-1,-1,100,-7,99,-5,1
O=C(c1cc2ccccn2n1)N1CCN(c2ccccn2)CC1,5,0.7,140,3,3,2,129,4,135,4,2
Cc1ccc(C)c2nc(Cl)c(C#N)cc12,-1,-0.3,97,-5,-5,0,97,-3,105,-14,0
CC(C)C(C(=O)NCC1CCCO1)N(Cc1cccs1)C(=O)CNS(=O)(=O)c1ccccc1 (stereo not drawn),1,0.7,101,2,1,0,99,-1,101,-3,-2
COc1ccc(C)cc1NC(=O)CCN1CCCC1,2,0.1,96,-8,-3,1,100,-7,99,-11,-1
CCOC(=O)C1=C(C)Nc2ccccc2N=C1NC(=O)C(CC)c1ccccc1 (stereo not drawn),-7,1.7,103,-11,-8,7,99,-8,100,-10,-7
CCOc1ccc(S(=O)(=O)NC(C)C)cc1C(N)=O,0,0.6,104,0,0,1,97,0,102,-4,0
COc1ccc(S(=O)(=O)N2CCCN(CC(=O)Nc3ccc4c(c3)OCO4)CC2)cc1,0,2.1,99,-1,-3,14,97,-3,102,1,-2
CCC1=NN(C(=O)COc2ccccc2)C(O)(c2ccncc2)C1 (stereo not drawn),1,0.5,97,0,0,5,97,0,100,-4,1
Cc1nc2cc(-c3ccc(Cl)cc3)nn2c(C)c1CCC(=O)NCc1ccco1,2,1.1,101,2,8,6,99,5,96,3,2
CCC(C)Oc1nc(C)cc(C)c1S(=O)(=O)c1ccccc1C (stereo not drawn),-2,0.9,97,-4,0,4,95,3,98,0,0
O=C(COc1ccccc1)Nn1cnc2ccccc21,-2,0.8,100,-1,0,9,100,-4,101,0,-1
Cc1ncsc1CCC(=O)N1CCCC(C(=O)c2ccc3c(c2)OCO3)C1 (stereo not drawn),-1,0.5,100,-3,-2,0,?,0,101,-4,0
Cc1cc(C)c(C)c(S(=O)(=O)Nc2ccccc2C(=O)NCCCn2ccnc2)c1C,1,0.2,92,3,-2,0,96,1,93,0,-3
COc1ccccc1NC(=O)c1cc2ccccc2o1,0,0.5,99,0,-5,2,98,-5,101,-2,0
CCCn1c2c(c(O)c(C(=O)NCc3ccccc3)c1=O)CCCC2,-1,0.7,105,-4,-4,3,113,-4,103,-5,-1
CN(CC(=O)Nc1ccc(Cl)cc1)C(=O)c1cccc(S(=O)(=O)N(C)C)c1,-2,0.0,101,-7,-6,3,102,-5,99,-6,-3
O=C(COC(=O)c1ccc(F)cc1F)Nc1ccc2[nH]c(=O)[nH]c2c1,1,0.8,103,0,0,-1,98,0,101,-2,0
Cc1ccc(S(=O)(=O)N(CC(O)CN2CCCC2)c2ccccc2)cc1 (stereo not drawn),-4,-0.4,100,-5,0,-1,101,-3,96,-1,-3

# Three of the entries above in order of the Bfl-1 Bim block value, lowest first.
SMILES,Bfl-1 Bim block
Cc1ccc(C)c2nc(Cl)c(C#N)cc12,-14
CN(CC1CCOCC1)C(=O)CC1C(=O)NCCN1C/C=C/c1ccccc1 (stereo not drawn),-5
CN(C)P(=NC(=O)COc1ccc(Cl)cc1Cl)(N(C)C)N(C)C,-3

# Remaining list, next part
SMILES,Bim-Bcl-W,ABCB1 block,RGS4-Gao reg,Bim-Bcl-2,Bim-Bcl-XL,ABCG2 inh,RGS7-Gao reg,Bim-Bcl-B,RGS8-Gao,Bfl-1 Bim block,Mcl-1 Bim block
Cc1nn(Cc2c(F)c(F)c(F)c(F)c2F)c(C)c1NC(=O)c1c(-c2ccccc2)nn(-c2ccccc2)c1C,4,0.9,99,-1,-1,4,100,-1,101,-8,0
CCN(CC)CCCNC(=O)c1ccc2c(SCC(=O)O)c3c(nc2c1)CCC3,-4,-2.0,102,-3,-6,13,104,-6,99,0,-1
CCOc1ccc(-n2c(C)cc(/C=C3/C(=N)N4C(=NC3=O)SN=C4S(C)(=O)=O)c2C)cc1,0,-0.8,92,-1,1,-2,90,-1,98,0,2
O=C(CSc1cn(Cc2ccccc2)c2ccccc12)Nc1nccs1,1,0.6,101,-6,-3,2,100,-4,103,-7,0
O=C(CCSCc1ccc(Cl)cc1)NCCc1ccccc1,2,0.1,103,-4,5,3,97,2,97,-18,3
CCN1CCN(c2nc3c(C)cccn3c(=O)c2/C=C(\C#N)S(=O)(=O)c2ccc(C)cc2)CC1,1,3.0,103,0,-4,4,101,-4,103,-11,-1
COCCCNC(=O)CNC(=S)N(Cc1ccccc1)Cc1cccnc1,0,0.6,94,0,-3,2,98,-3,97,-5,0
Cc1cc2nc(-c3ccc(SCc4ccccc4C#N)nc3)[nH]c2cc1C,-7,0.2,101,-2,-2,1,110,-15,92,3,-3
Cn1c(=NC(=O)c2ccccc2[N+](=O)[O-])sc2cc(S(C)(=O)=O)ccc21,-3,0.3,102,-1,-5,11,98,-2,98,-1,-3
Cc1ccc(/C=C(/C#N)C(=O)NC(C)c2ccccc2)o1 (stereo not drawn),0,0.8,100,-4,-4,11,97,-3,103,-14,0
CCOC(=O)c1cnc(-n2nc(C)cc2C)nc1N(C)C,0,-3.9,100,-4,-3,-6,97,-6,100,-1,-2
Nc1cc(Cl)nc(N/N=C/c2c(O)ccc3ccccc23)n1,-1,0.7,102,-8,-3,12,96,-8,100,-9,1
CCn1nnnc1SCC(=O)c1cc(Cl)ccc1OC,-1,0.2,99,-5,-4,0,99,-2,100,-7,-2
CCN(CC)c1ccc(C=Nc2ccc(C)cc2)c(O)c1,4,0.6,100,14,6,3,99,0,97,10,6
COc1ccc(C(=O)NNC(=O)C(NC(=O)c2ccccc2NC(=O)c2ccco2)C(C)C)cc1 (stereo not drawn),-1,2.6,116,-12,-1,1,101,-5,89,-21,-1

# Compound activity deposited in PubChem BioAssay by NMMLSC.
